# Assay outcomes deposited in PubChem by National Center for Advancing Translational Sciences (NCATS).
# Epigenetic derep – regulators of epigenetic silencing causing reporter derepression in mouse cells; murine LDR cells, GFP reporter derepression, 30 h; Potency, µM (series often up to 53.9 µM), for the others: top-dose GFP activation, usual class: activators; 280,000 tested, 0.2% active; AID 1865; also: potency is read from the fitted curve at half-maximal effect; % of control where 0% means no effect; nearly all actives have a fitted effect of over 60% in size
#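 GFP-positive cell count by laser-scanning cytometry (objects 20–120 um) after 30 h, 37 C compound exposure of murine LDR cells; reporter is CMV-GFP integrated at a silenced locus, inducible by HDAC or DNMT inhibitors.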
# Luc counter – counter-screen: inhibitors of Kinase-Glo firefly luciferase; Q27757; AID 1379; 200,000 tested, 0.28% active; Kinase-Glo luciferase, ATP luminescence, 8 min; Potency, µM (top dose mostly 38.3 µM), inactives show at the top dose activity change, negative = inhibition, actives largely listed as inhibitors; also: potency is read from the fitted curve at half-maximal effect; % is scaled to controls: 0 for no effect and ±100 for the full control effect; nearly all actives have a fitted effect of over 60% in size
#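 Kinase-Glo luciferase light output from ATP and luciferin was measured with 10 uM ATP, within the enzyme's linear range. Buffer: 50 mM imidazole pH 7.2, 50 mM KCl, 7 mM MgCl2, 0.01% Tween 20, 0.05% BSA; luminescence read after 8 min at ambient temperature.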
# CBFb RUNX1 block – CBF-beta/RUNX1 interaction disruption. Q01196+Q13951. AlphaScreen CBFb-His/RUNX1-biotin binding, biochemical. Potency, µM (series often up to 59.8 µM), without a hit: at the top dose activity, negative = inhibition, actives largely listed as inhibitors. 230,000 tested, under 10 active. AID 1477; also: % of control where 0% means no effect
#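 CBFb-His/RUNX1-biotin, 30 nM each, preincubated 20 min RT; compound 15 min RT; Ni + streptavidin beads 50 ng each, 90 min RT; AlphaScreen read.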
# NPSR antag – neuropeptide S receptor (human) antagonism, cAMP. Q6W5P4. CHO-NPSR cells, cAMP TR-FRET, antagonist mode. Potency, µM (top dose mostly 38.3 µM), without a hit: top-dose activity change, negative = inhibition, hits mostly inhibitors. 220,000 tested, 1% active. AID 1461; also: potency is read from the fitted curve at half-maximal effect; % is scaled to controls: 0 for no effect and ±100 for the full control effect; nearly all actives have a fitted effect of over 50% in size; many of its hits are not listed in these tables
# Target sequence (Q6W5P4 whole entry, looked up): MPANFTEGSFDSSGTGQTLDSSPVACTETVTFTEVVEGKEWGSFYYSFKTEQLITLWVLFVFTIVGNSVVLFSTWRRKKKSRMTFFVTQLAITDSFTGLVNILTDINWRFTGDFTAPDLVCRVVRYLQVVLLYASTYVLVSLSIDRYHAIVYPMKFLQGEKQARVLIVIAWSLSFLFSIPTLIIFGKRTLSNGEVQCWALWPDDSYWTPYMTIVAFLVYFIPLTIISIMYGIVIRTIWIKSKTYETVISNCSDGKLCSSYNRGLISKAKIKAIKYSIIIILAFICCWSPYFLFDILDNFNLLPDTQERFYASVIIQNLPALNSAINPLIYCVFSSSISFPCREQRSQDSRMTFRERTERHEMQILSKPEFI
# LMNA splice mod – LMNA splicing modulation. Potency, µM (highest dose often 46.1 µM), without a hit: at the highest dose ratio change, negative = inhibition, hits mostly inhibitors. 200,000 tested, 0.01% active. HeLa LMNA splicing GFP/RFP minigene ratio, 48 h; active = well fitted inhibition curve with a large enough effect in the signal ratio, with a control signal flat, not every such curve was filed as active; inconclusive = small, poorly fitted or top-dose-only effect, or effect the other way, or a change in a side signal; the % refers to the signal ratio; also: potency is read from the fitted curve at half-maximal effect; % is scaled to controls: 0 for no effect and ±100 for the full control effect
#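 S3 HeLa stable clones carrying a lamin A-EGFP splicing minigene plus DsRed2 were seeded at 600 cells/well in Opti-MEM with 2% FBS, pin-dosed and incubated 48 h at 37°C. Acumen cytometry (488 nm) gave the GFP/RFP total-intensity ratio.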
# aGal spleen mod – inhibits or activates alpha-galactosidase in human spleen homogenate | P06280 | human spleen homogenate, 4MU-alpha-Gal fluorescence, 40 min | Potency, µM (doses to about 80 µM), for the others: at the highest dose activity change, negative = inhibition, most hits filed as inhibitors | 240,000 tested, 0.008% active | AID 2107;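 also: potency is read from the fitted curve at half-maximal effect; 0% = enzyme with vehicle and -100% = no enzyme basal signal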
# Target sequence (P06280 32-429 limits assumed): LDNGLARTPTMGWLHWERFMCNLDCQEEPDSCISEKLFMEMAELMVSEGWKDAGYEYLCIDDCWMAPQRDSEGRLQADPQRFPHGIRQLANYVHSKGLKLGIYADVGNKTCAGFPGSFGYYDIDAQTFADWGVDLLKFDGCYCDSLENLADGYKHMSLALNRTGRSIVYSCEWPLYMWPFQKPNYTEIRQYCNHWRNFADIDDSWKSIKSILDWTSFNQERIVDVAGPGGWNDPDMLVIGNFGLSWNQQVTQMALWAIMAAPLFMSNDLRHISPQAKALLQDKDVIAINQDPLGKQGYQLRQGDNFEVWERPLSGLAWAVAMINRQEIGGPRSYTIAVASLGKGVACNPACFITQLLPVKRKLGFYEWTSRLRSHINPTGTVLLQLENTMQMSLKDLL
#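 qHTS titration in buffer at pH 5.0. Alpha-galactosidase activity in spleen homogenate was measured via 4-methylumbelliferone release from 1 mM fluorogenic substrate after 40 min at 37C and a pH 10 stop. AC50 came from Hill fits of control-normalized data.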
# IMPase Li cell – IMPase inhibition in cells with lithium potentiation; 210,000 tested, 0.35% active; Potency, µM (doses to about 59.4 µM), inactives show top-dose activity, negative = IMPase inhibition, hits mostly inhibitors; CHO-M1 cells, IP1 TR-FRET (IP-One), carbachol + lithium;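 also: IP1 builds up when IMPase is blocked and the TR-FRET signal falls; potency is read from the fitted curve at half-maximal effect; plate controls were basal vehicle for no effect and high inhibitor control for full effect; nearly all actives have a fitted effect of over 50% in size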
#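 CHO cells stably expressing M1 receptor (2000/well) were cultured 16–30 h, then exposed to compounds with a small lithium addition for 30 min at 37C. IP1 was measured by TR-FRET competition; AC50 from Hill fits.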
# Active calls of the source: *; ? = inconclusive; nt = no result given; [ ] = another dose, or the depositor's remark. Unless noted, calls follow the shape of the dose curve; as a rule, active = well fitted curve in the direction sought with a large enough effect; inconclusive = small, poorly fitted or top-dose-only effect, or another doubt; inactive = no such curve, though single readings can be large; an effect the other way counts as inactive or inconclusive. The list is partial (hit frequency here may not be typical).
canonical_smiles | Luc counter | CBFb RUNX1 block | aGal spleen mod | Epigenetic derep | NPSR antag | LMNA splice mod | IMPase Li cell
COC(=O)C1=C2SC(C)C(=O)N2C(N)=C(C#N)C1c1ccc(OC)c(OC)c1 (stereo not given) | -3% | -18% | 8% | -0.7% | 5%[46.1 µM] | ? | -15%[38.3 µM]
COc1cc(CNC2CCCC2)cc(Cl)c1OCc1ccc(F)cc1 | 2% | 9% | 0% | 5.1% | 1%[46.1 µM] | -4% | 16%[38.3 µM]
C=CCn1c(SCC(=O)/C(C#N)=C(\C)N)nc2sc(CC)cc2c1=O | -6% | -4% | 6% | -3.5% | ? | ? | 1%[38.3 µM]
CC1(C)CC(=O)C(C(=O)c2ccccc2)C(=O)C1 | -4% | 6% | -7% | -1.1% | 1% | 2%[46 µM] | 1%
CCN1CCN(S(=O)(=O)c2cc(OCC(=O)NC3CCCCC3)c(C)cc2Cl)CC1 | 3% | 2% | -17% | 1.1% | -14%[46.1 µM] | ? | 37%[38.3 µM]
O=C(CSc1nnc(CNc2ccccc2)o1)N1CCN(C(=O)c2ccco2)CC1 | -1% | -5% | -3% | 1.2% | 6%[46.1 µM] | 0% | 1%
O=C(Cn1nnc(-c2ccc3c(c2)OCO3)n1)NCc1ccco1 | -2% | -4% | -12% | -7.9% | 5%[46.1 µM] | -9% | 19%[38.3 µM]
COc1ccc(NC(=O)CCNS(=O)(=O)c2ccc3c(c2)CCC(=O)N3)cc1 | 1% | 1% | 8% | -0.2% | -1%[46.1 µM] | -3% | 3%[38.3 µM]
Cc1ccc(/C=N/OC(=O)c2c(C)noc2-c2snnc2C)cc1 | nt | -4% | 4% | 3.0% | -24% | nt | nt
N#CC1=C(N)Oc2n[nH]c(-c3ccccc3)c2C12C(=O)Nc1ccccc12 (stereo not given) | -1% | 1% | -2% | 1.1% | -7%[46.1 µM] | 5% | 26%[38.3 µM]
C=CCO/N=C(/CCC)C1=C(N)CC(C)(C)CC1=O | 0% | 6% | -1% | 1.1% | 1% | 10%[46 µM] | 7%
Cc1cc(C(F)(F)F)nn1CC(=O)NCC1CCCO1 (stereo not given) | nt | 13% | -7% | -5.4% | -3%[46.1 µM] | 11% | nt
CC(c1ccccc1)n1c(-c2cccs2)nc2c(c(=O)c3ccccc3n2C)c1=O (stereo not given) | nt | 9% | -10% | 0.0% | -53% | nt | nt
CC(On1nnc2ccccc21)C(=O)N1CCN(Cc2ccccc2)CC1 (stereo not given) | 10% | -2% | -2% | 1.5% | 9% | nt | -5%
COc1cccc(OC)c1CN(C)C(=O)c1cnccc1C(F)(F)F | nt | 3% | 3% | -0.3% | -16% | nt | nt
CCCNNC(=O)C(O)(c1cccc(C)c1)c1cccc(C)c1 | -1% | 11% | -13% | 0.0% | 11% | -12% | 7%
Cc1ccc(OCC(O)CN2CCN(Cc3ccc4c(c3)OCO4)CC2)cc1C (stereo not given) | -1% | 8% | 2% | 0.0% | 15% | ? | 6%
Cc1ccccc1CN(c1ccc(C(=O)NCCC2=CCCCC2)cc1)S(C)(=O)=O | 6% | 4% | 2% | -0.8% | ? | 9% | 5%[38.3 µM]
Nc1nnc(SCc2ccc(Cl)cc2)s1 | -4% | 6% | 3% | -1.0% | 8%[46.1 µM] | -18% | 2%
CCCC(=O)c1c(C)c2ccccc2n1C | -3% | 3% | 7% | -0.1% | 13%[46.1 µM] | -1% | -5%[38.3 µM]
COCc1ccc(C(=O)Nc2ccc(C(=O)O)cc2)o1 | nt | 22% | 20% | -1.8% | 9% | nt | nt
C=CCN1C(=O)/C(=C\C=C2\N(C)c3ccccc3C2(C)C)SC1=S | -16% | -5% | 5% | 5µM* | -45% | -4% | 4%
CC(=O)OCc1ccc2c(c1)OCO2 | nt | 1%[21.7 µM] | -3% | nt | nt | nt | 12%
Cc1cc(Br)ccc1OCCCCN1CCC(C)CC1 | 3% | 3% | 3% | 0.0% | 4% | 0% | 11%
Cc1cccc(-c2nnc(-c3cccc(NC(=O)Cc4cccs4)c3)o2)c1 | 7% | 2% | -9% | -3.1% | ? | -3% | 19%[38.3 µM]
CCCCn1c(CNC(C)=O)nc2ccccc21 | -3% | 11% | 2% | 1.3% | 0%[46.1 µM] | -4% | 5%[38.3 µM]
O=C(O)c1nn(-c2ccccc2-c2n[nH]c(=O)[nH]c2=O)c(=O)[nH]c1=O | -3%[7.66 µM] | ? | -10% | -1.1% | 10% | nt | -8%
COc1cccc(-c2cc(C(=O)Nc3c(C)nn(Cc4ccccc4)c3C)no2)c1 | 0% | 8% | 1% | 0.0% | -24%[46.1 µM] | ? | 2%[38.3 µM]
COc1cccc(CNS(=O)(=O)c2ccc3c(c2)CCN3C(=O)C2CC2)c1 | nt | -3% | 4% | -0.2% | 2% | nt | -5%
CCOP(=O)(c1ccc(N(C)C)cc1)C(O)c1ccccc1OC (stereo not given) | 3% | 5% | 3% | -2.1% | -10%[46.1 µM] | -14% | 30%[38.3 µM]
Brc1ccc2nc(N3CCCC3)sc2c1 | -10% | -3% | -3% | -5.2% | 15% | ? | -1%
CC1CCN(S(=O)(=O)c2cn(C)c(=O)n(C)c2=O)CC1 | 0% | 4% | -3% | -0.8% | -2%[46.1 µM] | -5% | 14%[38.3 µM]
COc1ccc(Nc2nc(-c3cccs3)nc3ccccc23)cc1 | -3% | ? | -2% | -0.9% | -34% | ? | 12%
COC(=O)C1=C(N)Oc2c(oc(CO)cc2=O)C1c1ccccc1F (stereo not given) | 1% | 0% | -8% | 0.8% | -4%[46.1 µM] | -5% | -1%[38.3 µM]
O=C(Nc1ccccc1)N1N=C(c2ccc(F)cc2)CC1c1ccc(F)cc1 (stereo not given) | -1% | 4% | -8% | -1.9% | -48% | ? | 3%
Clc1ncnc2c1oc1ccccc12 | -2% | 10% | -8% | -0.4% | -17%[46.1 µM] | -13% | 30%[38.3 µM]
CCn1c(SCC(=O)Nc2cc(C)on2)nnc1-c1ccccc1 | 4% | 3% | 3% | -1.0% | 4%[46.1 µM] | -8% | -9%
O=C(Nc1ccc(CN2CCOCC2)cc1)c1cc2ccccn2n1 | -16% | 1% | -3% | -1.0% | 11% | ? | 16%
COc1ccc(CC(=O)NN2C(=O)c3ccccc3C2=O)cc1 | 4% | 8% | -12% | -1.8% | 9% | -2% | -4%
Cc1ccnc(NC(=O)c2ccc(COc3ccc(Cl)cc3)o2)c1 | 3% | 8% | -1% | -0.8% | -21%[46.1 µM] | 3% | 2%[38.3 µM]
COCC(=O)Nc1nc2n(n1)C(c1ccccc1)CC(c1ccc(OC)cc1)N2 (stereo not given) | -5% | -5% | 4% | -2.5% | -7%[46.1 µM] | -2% | -5%[38.3 µM]
CC1CCc2c(sc(NC(=O)CSc3nnc(-c4ccccc4)o3)c2C#N)C1 (stereo not given) | 1% | -8% | -9% | 1.0% | -59% | -20% | 3%
Cn1c(=O)c2cc(S(=O)(=O)NCCC(=O)NCCC3=CCCCC3)ccc2n(C)c1=O | 0% | 3% | 1% | -1.2% | -15%[46.1 µM] | 2% | -3%[38.3 µM]
Cn1c(=O)c2c(ncn2CC(=O)Nc2ccccc2)n(C)c1=O | -4% | 5% | -2% | -1.0% | 2%[46.1 µM] | -12% | 18%[38.3 µM]
CCOC(=O)c1c(C)c(C(=O)NCc2ccco2)c(C)n1CC | 2% | 19% | ? | -1.8% | -1% | nt | -15%
O=C(Cn1cc2c(n1)CCCC2)NCCCN1CCN(C2CCCCC2)CC1 | -2% | 4% | 0% | -3.0% | 4%[46.1 µM] | -6% | 30%[38.3 µM]
CCN(c1ccccc1)S(=O)(=O)c1cccc(C(=O)NCC(c2cccs2)N(C)C)c1 (stereo not given) | -1% | 5% | 2% | -1.6% | -42% | ? | 29%
COC(=O)c1ccc(NC(=S)N2CCCC2)cc1 | 3% | 1% | 7% | 1.9% | 6% | 6%[1.84 µM] | -13%
CCOC(=O)N1CCN(c2c(NCCN3CCCCC3CC)c(=O)c2=O)CC1 (stereo not given) | 3% | 0% | 0% | 2.8% | 0%[46.1 µM] | 0% | 7%[38.3 µM]
CCOC(=O)C1(Cc2ccc(Cl)cc2)CCN(C(=O)c2cscn2)CC1 | -1% | 1% | 1% | 0.0% | 20% | nt | 5%

# Continued.
canonical_smiles | Luc counter | CBFb RUNX1 block | aGal spleen mod | Epigenetic derep | NPSR antag | LMNA splice mod | IMPase Li cell
C[C@@]12CCC=C[C@H]1[C@H](c1ccc3ccccc3c1)N(Cc1ccccc1)C2=O | nt | 2% | 5% | 0.5% | -42% | nt | nt
COc1cc(CNC2CCCCC2OC)cc(OC)c1OC (stereo not given) | -2% | 1% | 6% | 1.1% | 10% | -3% | 1%
CCOC(=O)c1c(/N=C/N(C)C)sc(/C=N/Nc2ccccc2)c1-c1ccccc1Cl | nt | 6% | -12% | -0.9% | 1%[46.1 µM] | ? | nt
Cc1ccc(SCc2cc(-c3ccc(Cl)cc3)no2)cc1 | 1% | 2% | 4% | -2.0% | -7%[46.1 µM] | -9% | 3%[38.3 µM]
COC(=O)C(Nc1nccs1)(OC)C(F)(F)F (stereo not given) | 0% | 6% | 9% | 0.0% | -1%[46.1 µM] | ? | -4%[38.3 µM]
C(#CCN1CCC(Cc2ccccc2)CC1)COCCOCc1ccccc1 | -2% | -8% | 0% | -1.1% | 0% | ? | 6%
O=C(N/N=C/c1ccc([N+](=O)[O-])o1)c1cc(-c2ccncc2)nc2ccccc12 | -11% | -21% | -4% | -1.0% | -8%[46.1 µM] | 41% | -4%[38.3 µM]
C=CCCCCCCCCc1nc(SCC(=O)O)n[nH]1 | nt | 2% | 11% | 2.2% | 52% | nt | nt
O=C(c1ccccc1NS(=O)(=O)c1cccc([N+](=O)[O-])c1)N1CCOCC1 | -3% | -2% | -8% | 0.0% | -10%[46.1 µM] | 14% | 13%[38.3 µM]
Cc1ccc(C)c(Cc2c(C)nc(C)[nH]c2=O)c1 | -1% | 12% | 1% | 0.0% | 5% | 4% | -5%
CCN(CC)CCOc1c(Br)ccc2c1sc1nc3n(c(=O)c12)CCC3 | -1% | 2% | -1% | 1.0% | 3%[46.1 µM] | 8% | 11%[38.3 µM]
Clc1ccc(CN2CCCCCCC2)cc1 | 3% | 1% | 9% | 1.0% | -1%[46.1 µM] | -5% | 12%
C=CCc1cccc2cc(C(=O)Nc3cccc(C(=O)O)c3)c(=O)oc12 | nt | 9% | 13% | 1.0% | -6% | nt | nt
COC(=O)NC(CC(C)=O)c1cccc(C)c1 (stereo not given) | nt | 5%[13.1 µM] | 2%[17.5 µM] | 0.0%[10.1 µM] | nt | nt | nt
